Assay outcomes: PubChem BioAssay, Broad Institute
esBAF inh = Bmi1 luciferase reporter increase in mESCs, primary screen, esBAF inhibitor project, mouse ES cells, Bmi1 luciferase knock-in, single point | 24 h; 100% = twice the neutral-well signal | AID 602393, 2012 | reporter increase, % at 12.5 µM | actives 2% (n = 350,000); in the data active = activation above about 40%;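 note: 0% = median of the plate's neutral control wells and 100% = double that signal; a rise in the Bmi1 reporter signal indicates esBAF inhibition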
S100A4 inh HTS = inhibitors of S100A4-myosin IIA peptide binding, primary screen, biochemical, fluorescence polarization, TAMRA-MyoIIA peptide | Protein S100-A4 (Homo sapiens), P26447 | inhibition, % at 10.7 µM | actives 0.14% (n = 360,000) | AID 652163, 2013;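 active = mean inhibition of at least 70% across replicates, with every replicate also reaching that level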
Target sequence (P26447 whole entry, looked up): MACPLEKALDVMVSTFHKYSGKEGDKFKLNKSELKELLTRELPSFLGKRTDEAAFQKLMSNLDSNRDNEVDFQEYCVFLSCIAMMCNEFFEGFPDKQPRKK
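System – human S100A4 monomer protein, biochemical binding assay · Buffer or medium – Calcium-containing HEPES buffer, pH 7.2 · Timing – 5 min between mix addition and reading · Also added – TAMRA-labelled myosin IIA heavy-chain peptide probe, 5 nM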
SIRT5 inh = SIRT5 desuccinylase inhibitors, primary screen, biochemical, fluorescence imaging, single point, set 5; inhibition, % at 15 µM; NAD-dependent protein deacylase sirtuin-5, mitochondrial (Homo sapiens), Q9NXA8; AID 652115, 2013; actives 1.1% (n = 330,000); Purified SirT5, succinyl-peptide AMC, trypsin-coupled fluorescence; in the data active = inhibition above about 15%
Target sequence (Q9NXA8 whole entry, looked up): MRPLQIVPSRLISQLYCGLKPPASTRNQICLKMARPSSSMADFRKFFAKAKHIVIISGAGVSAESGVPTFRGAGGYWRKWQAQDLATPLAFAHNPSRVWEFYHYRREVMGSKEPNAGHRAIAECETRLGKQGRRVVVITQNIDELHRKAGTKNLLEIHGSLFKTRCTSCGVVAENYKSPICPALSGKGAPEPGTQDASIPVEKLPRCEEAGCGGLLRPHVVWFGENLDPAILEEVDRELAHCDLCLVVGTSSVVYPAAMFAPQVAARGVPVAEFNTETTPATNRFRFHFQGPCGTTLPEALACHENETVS
FN deposit inh = inhibitors of fibronectin matrix deposition, primary screen, AH1F cells, Alexa488-fibronectin fluorescence, plate reader; AID 743247, 2014; AH1F fibroblasts, overnight; inhibition, % at 12.6 µM; actives 0.086% (n = 350,000);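 active = mean inhibition across replicates of 30% or more, regardless of how many single replicates reach that level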;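 note: positive control wells lacked labelled fibronectin entirely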
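Assay system: AH1F fibroblasts / Quantity: 10000 cells per well / Medium: DMEM plus 2% serum, read in PBS / Reagent: labelled fibronectin 24 nM / Dosing: single dose, pinned / Times: 1 h cell attachment, overnight exposure to compound and label / Signal: fluorescence, ex 485 nm, em 525 nm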
Casp6 inh = human caspase-6 inhibitors, primary screen, biochemical, VEID-R110 fluorescence, single point, set 2; P55212; purified caspase-6, Z-VEID-R110 cleavage fluorescence; inhibition, % at 12.5 µM; actives 0.53% (n = 350,000); AID 686996, 2013;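 active = mean inhibition across replicates at least about 35%, with every replicate also reaching that limit, limit read from the data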;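 note: 0% = median of neutral control wells and 100% = no fluorescence left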
Target sequence (P55212 24-179 limits assumed): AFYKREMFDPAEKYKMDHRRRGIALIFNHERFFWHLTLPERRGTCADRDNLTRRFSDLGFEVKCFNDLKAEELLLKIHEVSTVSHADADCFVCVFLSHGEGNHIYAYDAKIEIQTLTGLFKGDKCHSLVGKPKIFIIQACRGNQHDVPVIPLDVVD
Target sequence (P55212 194-293 limits assumed): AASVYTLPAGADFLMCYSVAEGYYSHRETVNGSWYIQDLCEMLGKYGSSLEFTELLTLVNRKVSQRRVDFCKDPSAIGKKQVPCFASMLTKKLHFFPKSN
C2C12 statin = suppressors of statin myotoxicity in C2C12 myotubes, primary screen, cell-based, single point, plate reader; C2C12 myotubes + simvastatin, ATP luminescence, 48 h; scaled: DMSO 0, geranylgeraniol control 100; rescue of ATP level, % at 7.49 µM; actives 0.78% (n = 330,000); AID 602340, 2012;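 active = mean ATP rescue above about 67%, or every replicate alone reaching that limit, limit read from the data, passing the limit was not always enough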;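 note: myotubes were challenged with 10 µM simvastatin during compound exposure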
LGR2 antag = inhibitors of bursicon-induced LGR2 CRE-luciferase signal, primary screen, cell-based, HEK293, CRE-luciferase reporter, bursicon stimulation. AID 720647, 2013. bursicon-stimulated, 4 h. actives 0.35% (n = 380,000). inhibition, % at 9.99 µM. Drosophila bursicon receptor LGR2 (rickets);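 active = drop in luminescence signal, shown as inhibition above about 50% in the replicate tests, limit read from the data, passing the limit was not always enough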;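 note: agonist challenge used bursicon conditioned medium at about half maximal strength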
Active calls of the source: *; . = no result given. The list is partial; the hit share may differ from the screen's.

SMILES	esBAF inh	S100A4 inh HTS	SIRT5 inh	FN deposit inh	Casp6 inh	C2C12 statin	LGR2 antag
COCC(=O)Nc1ccc2c(c1)OC[C@@H](C)N(Cc1ccncc1)C[C@@H](C)[C@@H](OC)CN(C)C2=O	1	-1	-4	3	0	-10	-10
CCSc1nnc(NC(=O)CCNC(=O)c2ccccc2Cl)s1	2	7	1	.	0	-2	2
Cc1ccn(C)c(=N)c1	-12	-4	-2	3	-3	-2	27
COCCNc1nc(NCc2cccc(OC)c2)c2sccc2n1	-5	1	1	-1	0	-2	11
CCOC(=O)C1=C(COC(=O)c2cccc(Cl)c2)NC(=O)NC1C (configuration not stated)	-7	-7	-3	4	2	0	-3
O=c1cc(CSc2nc(NCc3ccc(Cl)cc3)c3ccccc3n2)nc2ccc(Cl)cn12	0	2	-8	4	-3	-8	12
C[C@@H]1CN([C@H](C)CO)C(=O)c2cccc(NC(=O)C3CCCCC3)c2O[C@@H]1CN(C)Cc1ccc(C(=O)O)cc1	0	-35	-1	.	8	16	-6
O=C(Cc1c(F)cccc1Cl)Nc1cccnc1	-1	-9	-7	.	5	12	4
CN(CC(=O)Nc1ccc(F)cc1)C(=O)C1CCCC1	-6	0	-1	7	2	2	-15
CCc1noc(C)c1C(=O)Nc1ccc(F)c(F)c1	-7	-3	-3	-6	-1	6	8
C[C@@H]1CN([C@@H](C)CO)C(=O)c2cc(C#Cc3ccccn3)cnc2O[C@H]1CN(C)C(=O)CCN1CCCCC1	-2	-1	2	.	1	3	7
COc1ccc(Nc2cc(=O)n(-c3ccccc3)c3c2c(=O)n(C)c(=O)n3C)cc1	.	-2	-4	-2	-2	.	8
C[C@@H]1CN([C@@H](C)CO)C(=O)c2cc(-c3ccc(C#N)cc3)cnc2O[C@H]1CN(C)C(=O)Nc1ccc(F)cc1	1	-84	-11	5	3	-2	2
COc1ccc(N2CCN(C(=O)c3ccc4c(=O)n(CCc5ccc(OC)c(OC)c5)c(=O)[nH]c4c3)CC2)cc1	20	0	-1	12	-1	-8	3
O=C(c1ccc(Cl)cc1Cl)C1(n2cncn2)Oc2ccccc2C1O (configuration not stated)	5	.	.	-11	.	-10	.
CNC(=S)NNC(=O)c1sc2cc(C(F)(F)F)cnc2c1-c1cccnc1	.	8	.	1	-2	.	13
c1ccc(COc2cccc(CN3CCc4ccccc4C3)c2)cc1	-6	-5	.	-2	-4	-22	-19
CCCNC(=O)/C=C/C(=O)O	.	2	-1	16	-1	.	2
CCOc1ccccc1C(=O)NCC(=O)OCCCOC(=O)CNC(=O)c1ccccc1OCC	-8	-12	0	1	0	4	-4
COc1c(C)cc(S(=O)(=O)NCCN2CCOCC2)c(C)c1C	-5	-11	-1	-2	-1	-13	-2
CNC[C@H]1Oc2ccc(NS(C)(=O)=O)cc2CC(=O)N([C@H](C)CO)C[C@@H]1C	-7	1	-4	.	-2	-10	9
COCCCNC(=O)c1cn(CCOC)c(=O)c2c1c1ccccc1n2C	0	-2	-7	-5	.	-7	-16
C[C@@H]1CN([C@H](C)CO)C(=O)c2c(c3ccccc3n2C)-c2ccccc2CO[C@H]1CN(C)C	-22	10	6	18	-2	17	18
O=C(Cc1ccccn1)N1CC2(C1)[C@H](c1ccccc1)[C@@H](CO)N2C(=O)c1ccccc1	.	1	-3	22	0	.	-8

Record cards (already shown).
CCCNC(=O)/C=C/C(=O)O reads esBAF inh: .; S100A4 inh HTS: 2; SIRT5 inh: -1; FN deposit inh: 16; Casp6 inh: -1; C2C12 statin: .; LGR2 antag: 2
O=C(c1ccc(Cl)cc1Cl)C1(n2cncn2)Oc2ccccc2C1O (configuration not stated) reads esBAF inh: 5; S100A4 inh HTS: .; SIRT5 inh: .; FN deposit inh: -11; Casp6 inh: .; C2C12 statin: -10; LGR2 antag: .
C[C@@H]1CN([C@H](C)CO)C(=O)c2c(c3ccccc3n2C)-c2ccccc2CO[C@H]1CN(C)C reads esBAF inh: -22; S100A4 inh HTS: 10; SIRT5 inh: 6; FN deposit inh: 18; Casp6 inh: -2; C2C12 statin: 17; LGR2 antag: 18

(cont.)
SMILES	esBAF inh	S100A4 inh HTS	SIRT5 inh	FN deposit inh	Casp6 inh	C2C12 statin	LGR2 antag
Cc1ccc(S(=O)(=O)N2CCC(C(=O)C3C(=O)CC(C)(C)CC3=O)CC2)cc1	.	0	0	11	2	.	4
O=c1cc(O)c2sc(Nc3ccc(F)c(Cl)c3)nc2[nH]1	.	0	6	0	5	.	5
CC1(C)C(=O)OC(/C=C/c2cccc([N+](=O)[O-])c2)C(C)(C)C1=O (configuration not stated)	2	0	-1	4	0	-4	7
COc1ccc2[nH]cc(CCNC(=O)CCC3CCCCC3)c2c1	-3	-2	-1	-3	0	-1	6
Cc1ccc(C(=O)NCc2ccc3c(c2)OCO3)cc1	12	1	-2	1	-2	47	-2
Cc1noc(C)c1NC(=O)N(C)C[C@@H]1OCCCC[C@@H](C)Oc2ccc(NC(=O)C3CCCCC3)cc2C(=O)N([C@@H](C)CO)C[C@H]1C	1	8	0	.	-1	.	1
O=S(=O)(Cc1ccc(Cl)cc1)NCc1ccc2c(c1)OCO2	1	-5	-4	2	2	6	1
Cc1c(N2C(=O)C3C4C=CC(C5CC45)C3C2=O)c(=O)n(-c2ccccc2)n1C (configuration not stated)	2	-5	-5	6	1	-5	14
Cc1ccc(C(=O)O)cc1NCc1cccnc1	3	1	-1	-5	1	-5	10
Cc1ccc(S(=O)(=O)Nc2ccc3c(c2)CC(=O)N([C@H](C)CO)C[C@@H](C)[C@@H](CN(C)C)O3)cc1	3	3	-2	.	0	4	-3
CC(=O)Nc1ccc(NC(=O)CCc2ccc(C)o2)cc1	-3	1	-3	3	-1	0	1
O=C1CSC(c2cccc([N+](=O)[O-])c2)N1CCc1ccccc1 (configuration not stated)	-6	-3	-3	1	0	1	3

Some of these compounds in order of count of non-hydrogen atoms, high to low.
SMILES	esBAF inh	S100A4 inh HTS	SIRT5 inh	FN deposit inh	Casp6 inh	C2C12 statin	LGR2 antag
Cc1noc(C)c1NC(=O)N(C)C[C@@H]1OCCCC[C@@H](C)Oc2ccc(NC(=O)C3CCCCC3)cc2C(=O)N([C@@H](C)CO)C[C@H]1C	1	8	0	.	-1	.	1
COc1ccc2[nH]cc(CCNC(=O)CCC3CCCCC3)c2c1	-3	-2	-1	-3	0	-1	6
Cc1ccc(C(=O)NCc2ccc3c(c2)OCO3)cc1	12	1	-2	1	-2	47	-2

New compounds follow:
SMILES	esBAF inh	S100A4 inh HTS	SIRT5 inh	FN deposit inh	Casp6 inh	C2C12 statin	LGR2 antag
COc1ccc(Cl)cc1NC(=O)CN(C)C(=O)c1sccc1-c1ccccc1	3	-2	-1	-8	-1	-2	11
CCCNC(=O)[C@H]1[C@H](CO)[C@H]2Cn3c(cccc3=O)[C@@H]1N2C(=O)C1CCC1	1	2	2	.	1	5	-20
CCS(=O)(=O)Nc1ccc2c(c1)C(=O)N(C)C[C@@H](OC)[C@H](C)CN(C(=O)C1CC1)[C@@H](C)CO2	0	-1	1	-1	-4	2	-22
CC(C)(C)NC(=O)Cn1nnc(-c2ccccc2Cl)n1	57*	.	.	1	.	-8	.
O=C(Nc1ccccc1)N1CCCCN2[C@H](C1)[C@@H](c1ccc(-c3ccccc3F)cc1)[C@@H]2CO	.	6	1	.	2	.	19
O=C1N2CCCCC1(Sc1ccccc1)CCC2 (configuration not stated)	.	-4	2	-4	-1	.	13
Nc1ncnc2c1nc(SCCO)n2Cc1ccccc1	.	20	-1	-5	-1	.	2
CO[C@@H]1CN(C)C(=O)c2ccc(NC(=O)C3CC3)cc2OC[C@@H](C)N(Cc2cccnc2)C[C@H]1C	0	7	6	-16	1	17	-6
COc1cc(C(=O)OCC(=O)NC(=O)NC2CCCCC2)cc(Cl)c1OC	0	-1	-2	2	-4	8	-4
CCOC(=O)N(C)c1c(CC)nc2c(OCCC3CCCCC3)cccn12	2	1	3	-12	.	-24	.
O=C(CN1CCC(NC(=O)Cc2ccccc2)CC1)Nc1ccccc1Br	.	-5	-1	1	1	.	-10
C[C@@H]1CN([C@H](C)CO)C(=O)Cc2cc(NC(=O)Nc3ccc(C(F)(F)F)cc3)ccc2O[C@H]1CN(C)Cc1ccc2c(c1)OCO2	-4	101*	8	.	-3	-21	3
COc1ccc([C@H]2CC(=O)C=C(c3ccc(SC)cc3)C2)cc1OC	-3	0	-4	6	-2	-13	2
COc1ccc(C2(CNC(=O)CCC(=O)O)CCCC2)cc1OC	-8	.	.	11	.	3	.
Cc1ccccc1CSCCNC(=O)COc1ccc(Cl)cc1	1	.	.	-1	.	1	11
CCC(=O)Nc1ccc2c(c1)OC[C@H](C)N(Cc1cncnc1)C[C@H](C)[C@H](OC)CN(C)C2=O	-1	.	.	2	.	2	2
CC(C)Nc1nc(Nc2ccc(C(N)=O)cc2)c2sccc2n1	-11	1	-28	8	4	-14	10
COc1ccc(S(=O)(=O)Nc2ccc3c(c2)C(=O)N([C@@H](C)CO)C[C@@H](C)[C@H](CN(C)Cc2ccc(Cl)c(Cl)c2)OCCCC[C@@H](C)O3)cc1	6	.	.	.	.	48	-32
COc1ccccc1OCCn1cc(/C=N/NC(=O)c2ccncc2)c2ccccc21	-2	1	-1	4	0	-13	9
O=C1NCCCC1C(=O)N/N=C/c1cc([N+](=O)[O-])ccc1O (configuration not stated)	4	-3	2	5	-7	8	2
O=C(NCc1cccnc1)Nc1ccc2c(c1)OCO2	.	5	-3	15	-1	.	-38
Cc1ccc(S(=O)(=O)N(C)C[C@@H]2Oc3ccc(NC(=O)NC4CCCCC4)cc3CC(=O)N([C@H](C)CO)C[C@@H]2C)cc1	6	-7	2	.	-1	-61	-8
C[C@@H]1CN([C@@H](C)CO)C(=O)c2cc(NC(=O)C3CCCCC3)ccc2O[C@@H](C)CCCCO[C@@H]1CN(C)Cc1ccccc1	-3	11	4	.	-4	.	16
C[C@@H]1CN([C@@H](C)CO)C(=O)Cc2cc(NC(=O)c3ccncc3)ccc2O[C@@H]1CN(C)C(=O)NC1CCCCC1	4	-3	-1	-10	-1	8	-29
CCC(=O)N1CC[C@@H]2[C@H]1c1cc(C#Cc3ccccc3F)ccc1N[C@@H]2CO	1	.	.	-7	.	7	1
C[C@@H]1CCCCO[C@H](CN(C)Cc2ccncc2)[C@@H](C)CN([C@H](C)CO)C(=O)c2cc(NC(=O)c3ccncc3)ccc2O1	.	11	-1	3	-3	.	2

Molecules above that contain an NH in an aromatic ring (3):
SMILES	esBAF inh	S100A4 inh HTS	SIRT5 inh	FN deposit inh	Casp6 inh	C2C12 statin	LGR2 antag
COc1ccc(N2CCN(C(=O)c3ccc4c(=O)n(CCc5ccc(OC)c(OC)c5)c(=O)[nH]c4c3)CC2)cc1	20	0	-1	12	-1	-8	3
O=c1cc(O)c2sc(Nc3ccc(F)c(Cl)c3)nc2[nH]1	.	0	6	0	5	.	5
COc1ccc2[nH]cc(CCNC(=O)CCC3CCCCC3)c2c1	-3	-2	-1	-3	0	-1	6
